High-throughput results from PubChem.
All columns: NCI-60 one-dose screen, growth in % after 48 h at 10 µM unless noted; 100 = growth as untreated, 0 = no growth, -100 = all killed.
NCI-H226 – NCI-H226 lung cancer. 79,000 tested, 3.5% active. AID 1794732
SN12C – SN12C renal cancer cells; 81,000 tested, 3.8% active; AID 1794767
OVCAR-5 – OVCAR-5 ovarian cancer; 82,000 tested, 2.9% active; AID 1794783
OVCAR-4 – OVCAR-4 ovarian cancer cells. 80,000 tested, 3.7% active. AID 1794784
SK-OV-3 – SK-OV-3 ovarian cancer cells; 80,000 tested, 3.2% active; AID 1794785
NCI-H23 – NCI-H23 lung cancer; 80,000 tested, 4% active
NCI/ADR-RES – NCI/ADR-RES ovarian cells. AID 1794790. 81,000 tested, 4.4% active
IGROV1 – IGROV1 ovarian cancer | AID 1794786 | 79,000 tested, 4.7% active
OVCAR-3 – OVCAR-3 ovarian cancer. 79,000 tested, 7% active. AID 1794787
* hit, by the source's call; · = not tested or not shown; & = joins results of further samples. Rule for the calls: active = growth percent below 10; inactive = the rest.

SMILES	NCI-H226	SN12C	OVCAR-5	OVCAR-4	SK-OV-3	NCI-H23	NCI/ADR-RES	IGROV1	OVCAR-3
O=C(O)c1ccc(-n2cc(/C=N/Nc3cccc(F)c3)c(-c3ccc(F)c(F)c3)n2)cc1	92.7	94.5	94.2	90.9	100.5	92.5	101.5	83.1	95.8
COc1cc2oc(-c3cccc(NC(=O)CNC(=O)OC(C)(C)C)c3)cc(=O)c2c(OC)c1OC	78.1	95.6	108.8	88.1	130.5	90.1	106.9	82.7	94.3
CN1CCN(c2ccc(Nc3nc(NCCCNS(=O)(=O)c4ccc(Cl)cc4)c4sccc4n3)cc2)CC1	99.6	36.7	39.5	0.0*	54.1	65.0	47.7	25.9	-6.9*
NNC(=O)c1ccc(NS(=O)(=O)Cc2ccccc2)cc1	86.9	99.8	98.6	109.9	82.5	99.0	102.6	107.7	104.9
CCOC(=O)CC1CSC(Nc2cc(C(F)(F)F)cc(C(F)(F)F)c2)=N1 (stereo not given)	111.5	104.8	100.4	101.1	89.1	96.2	100.5	107.2	112.0
O=C1NC(=O)C(Cc2ccc(Cl)cc2)(c2ccccc2)N1 (stereo not given)	108.3	97.4	107.9	112.3	111.6	101.1	105.6	106.5	115.3
COc1cccc(-c2nc3occn3c2-c2ccnc(NCCCNS(=O)(=O)c3ccc(Cl)cc3)n2)c1	51.2	74.1	125.8	66.4	94.7	86.2	88.2	71.0	85.0
Cc1nn(-c2ccc([N+](=O)[O-])cc2)c2ncnc(N/N=C/c3cccc(O)c3)c12	88.0	63.7	93.7	17.4	83.2	67.9	68.9	70.2	29.8
O=C1OC2C(I)C3CC2C1C3c1ccccc1 (stereo not given)	105.4	·	93.0	96.3	116.1	94.8	101.2	110.8	120.3
COC(=O)CC[C@H](C)[C@H]1CC[C@H]2[C@@H]3CC[C@@H]4C(c5nc6ccc(F)cc6[nH]5)=C(Cl)CC[C@]4(C)[C@H]3CC(=O)[C@]12C	73.6	87.6	78.1	83.1	92.0	74.7	90.3	86.0	75.7
CC(CN1CCCCC1)C(=O)c1ccccc1 (stereo not given)	103.5	105.2	101.3	113.7	106.5	100.8	108.3	108.6	109.0
S=C(NC1CCCCC1)C(=S)NC1CCCCC1	103.4	92.1	108.1	110.9	109.4	87.6	97.3	100.4	112.8

Three compounds already listed, arranged by number of heavy atoms, smallest number first:
SMILES	NCI-H226	SN12C	OVCAR-5	OVCAR-4	SK-OV-3	NCI-H23	NCI/ADR-RES	IGROV1	OVCAR-3
CC(CN1CCCCC1)C(=O)c1ccccc1 (stereo not given)	103.5	105.2	101.3	113.7	106.5	100.8	108.3	108.6	109.0
S=C(NC1CCCCC1)C(=S)NC1CCCCC1	103.4	92.1	108.1	110.9	109.4	87.6	97.3	100.4	112.8
Cc1nn(-c2ccc([N+](=O)[O-])cc2)c2ncnc(N/N=C/c3cccc(O)c3)c12	88.0	63.7	93.7	17.4	83.2	67.9	68.9	70.2	29.8

Other structures:
SMILES	NCI-H226	SN12C	OVCAR-5	OVCAR-4	SK-OV-3	NCI-H23	NCI/ADR-RES	IGROV1	OVCAR-3
CCn1c(Sc2nnc(NC(=O)CSC(=S)N3CCCCC3)s2)nc2c1c(=O)n(C)c(=O)n2C	86.6	96.6	93.6	84.0	·	91.3	42.2	78.5	56.5
O=C1CSC(c2ccccc2[N+](=O)[O-])N1c1nnc(Cn2cnnc2)o1 (stereo not given)	92.4	106.6	96.5	102.1	103.8	89.2	103.0	104.9	102.8
COc1ccc(/C(=N/N=C(N)N)c2ccccc2)cc1OC	97.4	95.6	100.9	113.8	99.5	100.0	108.7	95.1	114.7
O=c1scc(-c2ccc(C(F)(F)F)cc2)s1	91.0	96.7	95.6	76.8	99.3	89.0	102.2	72.6	102.9
CCCCCCCCCCCCCC/C(=N\OCc1ccccc1)C(=O)O	95.2	101.5	97.3	111.6	85.1	89.9	99.1	111.3	107.7
O=C1CCC(N2C(=O)c3ccc(NS(=O)(=O)c4ccccc4OC(F)(F)F)cc3C2=O)C(=O)N1 (stereo not given)	44.7	47.8	85.3	22.8	82.3	107.4	19.7	23.5	86.2
COc1c(O)c(OC)c(Br)c(Br)c1Br	98.1	102.0	106.7	109.8	108.1	103.5	112.1	128.3	111.6
COc1cccc(-c2nc3sccn3c2-c2ccnc(NCCNC(=O)c3ccccc3)n2)c1	79.3	84.3	99.1	108.9	88.5	87.3	70.5	69.2	89.1
COc1ccc(-c2nc(SCCC(C)C)nc(N/N=C\c3cc(OC)c(OC)c(OC)c3)c2C#N)cc1	76.0	80.0	89.8	96.2	78.4	85.3	87.2	81.8	95.0
CC(=O)NCc1ccc(S(N)(=O)=O)cc1	95.5	95.4	103.7	95.5	80.5	98.9	106.5	109.2	98.8
O=C(/C=C/N1CCc2c(ncnc2NC2CC2)C1)c1ccccc1O	86.0	83.3	99.5	87.2	106.1	89.1	99.0	89.4	63.1
C=CCC(O)c1ccc(OC)c(OC)c1 (stereo not given)	99.5	104.9	102.1	100.0	94.2	102.1	100.0	108.3	114.7
O=C(O)C1C2CCC3C(CCC21)C3(Cl)Cl (stereo not given)	·	100.6	91.8	98.2	105.5	102.5	107.3	103.3	105.1
NCCCC[C@H](N[C@@H](CCc1ccccc1)C(=O)O)C(=O)N1CCC[C@H]1C(=O)O	96.9	101.0	103.9	107.2	113.0	106.7	111.6	110.1	115.3
CS(=O)(=O)O[C@@H]1C(=O)N(c2cc3c4ccccc4ccc3c3ccccc23)[C@H]1c1ccc(F)cn1	63.2	40.6	58.3	66.5	41.7	49.5	20.2	51.7	-12.7*
Nc1cc(S(=O)(=O)O)cc2cc(S(=O)(=O)O)c(N=Nc3ccc(S(=O)(=O)Nc4ncccn4)cc3)c(O)c12	104.9	·	99.1	105.4	95.3	103.6	108.2	98.9	113.2
CCCCCCCCSCc1ccc(Nc2ccc(Nc3ccc(CSCCCCCCCC)cc3)cc2)cc1	107.2	105.5	115.4	106.5	100.5	100.1	113.3	101.9	101.7
CC(C)c1ccc(CN2CCN(Cc3ccc(C(C)C)cc3)CC2)cc1	85.6	97.6	104.9	93.8	104.5	96.4	98.8	110.7	100.3
NC(=S)NCCN1CCOCC1	109.7	104.2	112.0	103.5	118.1	110.5	115.8	113.3	116.6
CCOC(CN1CCCCC1)OCC	94.0	110.5	96.0	·	104.9	95.2	100.7	105.8	111.4
CCCCOc1ccc(S(=O)(=O)N2CCN(c3nc(C)cc(N4CCOCC4)n3)CC2)cc1	67.2	40.4	50.4	49.0	-11.6*	41.7	25.4	7.7*	·
OCCNc1ncnc2cc(Cl)ccc12	92.1	96.8	94.0	101.2	108.9	87.3	90.2	107.2	85.0
Cc1ccc(CNc2ccc3nc(CCC(C)C)[nH]c3c2)cc1	89.8	85.9	100.8	85.1	100.4	94.2	89.6	77.4	88.9
CC1C(=O)CCC2C1(C)CCC1C2(C)CCC2(C)C3CC(C)(C)CCC3(C)CCC12C (stereo not given)	95.6	105.3	118.3	93.0	107.2	98.8	101.9	108.5	106.4
CCOC(=O)N1CCc2c(sc3ncnc(OCc4cn(CC(=O)Nc5ccc(C)cc5)nn4)c23)C1	104.3	104.2	99.6	101.1	72.4	101.6	107.2	102.1	110.3
O=C1NC(c2ccccc2)(c2ccccc2)C(=O)N1CCN1CCCCC1	93.5	114.2	96.0	102.8	103.3	111.8	108.2	106.3	111.7
O=C1C(=O)c2ccccc2C(O)=C1CCCc1ccc(OCc2ccccc2)cc1	49.9	87.2	113.4	98.2	104.3	97.1	111.8	·	96.9
O=C(CN1CCOCC1)n1cnc2ccccc21	97.7	99.4	97.5	106.8	105.7	97.7	98.5	94.0	103.6
Nc1ncnc2c1ncn2[C@@H]1O[C@H](COCC[C@@H](N)C(=O)O)[C@@H](O)[C@H]1O	·	101.3	109.3	106.3	102.5	103.2	103.6	109.4	113.1
COc1cc2oc(-c3cccc(C(=O)Nc4ccc5c(c4)OCO5)c3)cc(=O)c2c(O)c1OC	78.5	68.7	88.9	0.1*	91.4	72.7	70.6	81.6	89.5
c1ccc(CNNCc2ccccc2)cc1	102.6	102.4	110.8	101.6	104.6	110.8	120.1	104.8	120.4
Nc1nc(-c2cccc([N+](=O)[O-])c2)c(N=Nc2ccccc2[N+](=O)[O-])s1	4.2*	1.2*	43.5	-2.0*	-46.6*	3.8*	16.8	1.1*	·
NC(=S)N/N=C\c1cccc(/C=N/NC(N)=S)c1	90.5	97.9	99.9	107.5	123.6	93.3	97.3	101.0	100.7
O=C1CC(N2C(=O)/C(=C/C(Cl)=C\c3ccc([N+](=O)[O-])cc3)SC2=S)C(=O)N1c1ccc(Cl)cc1 (stereo not given)	95.5	4.0*	40.6	9.2*	99.2	17.3	8.2*	10.2	-35.4*
OC(CBr)c1ccc(Br)c2ccccc12 (stereo not given)	84.8	105.2	96.8	88.5	102.7	91.4	91.5	·	100.1
CSc1nnc(-c2sc3nnc(-c4ccccc4)c(-c4ccccc4)c3c2O)o1	87.7	75.7	100.7	·	85.5	·	·	·	86.8

Gathered by group, the entries above with an aryl thioether with sulfur outside any ring
SMILES	NCI-H226	SN12C	OVCAR-5	OVCAR-4	SK-OV-3	NCI-H23	NCI/ADR-RES	IGROV1	OVCAR-3
CCn1c(Sc2nnc(NC(=O)CSC(=S)N3CCCCC3)s2)nc2c1c(=O)n(C)c(=O)n2C	86.6	96.6	93.6	84.0	·	91.3	42.2	78.5	56.5
COc1ccc(-c2nc(SCCC(C)C)nc(N/N=C\c3cc(OC)c(OC)c(OC)c3)c2C#N)cc1	76.0	80.0	89.8	96.2	78.4	85.3	87.2	81.8	95.0
CSc1nnc(-c2sc3nnc(-c4ccccc4)c(-c4ccccc4)c3c2O)o1	87.7	75.7	100.7	·	85.5	·	·	·	86.8

(next part)
SMILES	NCI-H226	SN12C	OVCAR-5	OVCAR-4	SK-OV-3	NCI-H23	NCI/ADR-RES	IGROV1	OVCAR-3
COc1ccc2occ(/C=c3\sc4nc5ccccc5n4c3=O)c(=O)c2c1	102.5	102.3	97.3	99.3	106.2	·	109.3	92.2	108.0
COc1ccc(OC)c(NC2=C(SCCc3ccccc3)C(=O)c3ccccc3C2=O)c1	78.8	91.2	99.3	58.4	88.5	45.2	76.5	75.7	83.4
COc1cccc(/C=C/[C@H]2O[C@@H](C)[C@H](O)[C@@H]2O)c1	109.5	100.5	107.1	·	·	102.3	104.1	113.0	·
C=C1C(=O)O[C@@H]2C[C@]3(C)CC[C@]4(C)[C@H](CC[C@@H]5[C@@]6(C)CCC(=O)C(C)(C)[C@@H]6CC[C@]54C)[C@H]3[C@H]12	107.5	117.7	92.7	·	104.2	107.2	110.0	119.9	134.9
O=C(NNC(=O)c1ccncc1)C1=CN=C2Sc3cc(Cl)ccc3N2[C@H]1c1ccccn1	103.9	·	93.0	57.2	92.8	53.1	89.7	68.3	21.4
O=C(O)c1ccc(-c2ccc(/C=N/Nc3nc(Nc4ccccc4)nc(N4CCCCC4)n3)o2)cc1	92.4	66.8	94.9	77.1	92.0	62.2	57.7	45.2	64.8
CNCCc1ccccn1	101.2&106.5	101.6&103.1	100.5	110.7&114.1	107.2&104.5	100.6&104.6	102.9&106.1	102.0&108.8	97.9&130.8
C/C(=C\c1csc(C)n1)[C@@H]1C[C@@H]2O[C@]2(C)CCC[C@H](C)[C@H](O)[C@@H](C)C(=O)C(C)(C)[C@@H](O)CC(=O)N1	-60.3*	-81.1*	-6.8*	14.8	-8.5*	-70.0*	-70.2*	-85.5*	-100.0*
c1ccc2nc3c(ccc4ccccc43)cc2c1	94.0	98.5	100.8	99.7	94.6	94.4	100.8	88.6	99.0
N=C1S/C(=C/c2ccc(-c3ccc4c(c3)C(=O)NC4=O)o2)C(=O)N1c1ccc(Br)cc1	66.5	56.3	86.3	1.3*	62.3	55.8	50.5	21.9	51.4
Cc1c(O)cccc1Cl	114.5	102.4	107.1	99.0	115.7	98.3	104.3	118.0	122.4
O=C(NC(=S)Nc1cc(-c2ccc(Cl)cc2)[nH]n1)c1cccs1	85.8	95.1	105.0	80.1	94.7	90.8	82.6	111.0	106.0
FC(F)(F)c1cn(CCN2CCNCC2)c2ncnc(Cl)c12	109.9	102.3	113.1	100.8	98.5	100.3	101.6	68.0	101.4
CCc1c(Nc2ccccc2C)nc(N)[nH]c1=O	102.5	100.2	92.3	106.8	108.7	116.9	109.2	93.4	110.0
COc1ccc(/C=N/NC(=S)NC23CC4CC(CC(C4)C2)C3)cc1OC	85.7	81.9	104.3	77.9	107.0	88.8	88.0	111.5	86.2
CC(=O)CCS(=O)c1ccccc1 (stereo not given)	106.8	98.6	108.4	106.1	110.2	98.1	99.1	104.5	100.6
C=CC/C(=N\OS(=O)(=O)O)SC1OC(CO)C(O)C(O)C1O (stereo not given)	88.1	102.5	98.3	120.9	94.4	99.3	104.7	98.7	107.2
[O-][N+]12CCCCC1CCCC2CO (stereo not given)	101.7	104.8	110.8	104.3	104.2	103.8	107.7	95.3	111.3
CCCNS(=O)(=O)c1ccc(Cl)cc1	113.3	103.4	109.6	102.3	99.6	103.6	101.3	104.8	108.6
CSc1nnc2c3cc(Cl)ccc3n(C)c2n1	98.5	100.1	108.1	97.8	107.0	·	100.0	97.3	101.7
CCCCCCCSc1ncnc2[nH]ncc12	77.4	86.1	92.0	96.7	100.5	93.9	84.6	81.7	79.9
COc1ccc2nc3cc(Cl)ccc3c(N3CCN(c4ccnc(N5CCOCC5)n4)CC3)c2c1	89.2	32.3	83.8	55.6	85.5	46.1	73.2	77.8	4.8*
CCOc1ccc(C(C)(C)C)cc1-c1ccccc1	91.8	100.8	107.6	99.4	108.9	100.6	98.7	105.9	102.2
O=C=Nc1ccccc1-c1ccccc1	98.2	80.4	91.0	108.1	96.4	100.2	102.2	101.2	113.4
